HIV fusion peptide – inhibitors of HIV fusion peptide binding, primary screen, biochemical, uHTS, fluorescence dequenching (AID 1986); cell-free peptide binding, fluorescence dequenching, 30 min; higher % means a stronger effect; inhibition, % at 20 µM, or IC50 in µM where a hit was titrated; actives 0.3% (n = 290,000); in the data active = inhibition mostly above about 52%, no sharp cut-off; inactive = mostly below about 76%; note: some results filed as inactive read as strong as hits
Myeloid diff MLP – myeloid differentiation induction. calls only at 10 µM. AID 624256. actives 1% (n = 360,000). ER-HoxA9 myeloid progenitors, lysozyme-GFP differentiation, flow cytometry;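 active = normalized GFP-positive differentiation at or above the plate's own cutoff, the solvent-only control mean plus 3 SD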;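 note: cells exposed to compound for four days before flow analysis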
NOD1 NF-kB reporter – NOD1 signaling inhibitors, primary screen, cell-based, luminescence, uHTS (AID 1578) | one-dose inhibition, % at 4 µM; EC50 in µM for titrated hits | actives 1% (n = 290,000) | NOD1-driven NF-kB luciferase reporter cells, luminescence; higher % means a stronger effect; in the data active = inhibition mostly above about 36%, no sharp cut-off; inactive = mostly below about 34%;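 note: HEK-293T reporter cells stimulated with the NOD1 agonist gamma-tri-DAP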
GPR55 antagonists – GPR55 antagonists blocking LPI-driven arrestin recruitment, primary screen, imaging, U2OS, beta-arrestin-GFP, LPI agonist (AID 2013). inhibition, % at 10 µM, or IC50 in µM where a hit was titrated. actives 0.13% (n = 290,000). U2OS GPR55 beta-arrestin-GFP translocation imaging, LPI antagonism; higher % means a stronger effect;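 active = spots per cell inhibited over 60%, with over 100 cells counted and total cytoplasm intensity under 500,000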;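 note: U2OS cells stably carrying GPR55 and arrestin-GFP stimulated by 5 µM LPI near EC80; imaged beta-arrestin-GFP aggregate spots per cell after agonist stimulation; plate controls were LPI-stimulated DMSO wells for no effect and DMSO wells without LPI for full effect; some results filed as inactive read as strong as hits; confirmed hits need IC50 under 10 µM and bright autofluorescent wells are also inconclusive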
KOR beta-arrestin-1 – kappa opioid receptor activators – cell-based, luminescence, uHTS, primary screen (AID 1777); activation, % at 10 µM; hits with a dose series show EC50 in µM; actives 0.02% (n = 280,000); KOR beta-arrestin recruitment, luminescence; higher % means a stronger effect; in the data active = activation above about 50%, passing the limit was not always enough; note: a part of the inactive calls stands beside numbers as strong as those of hits
HEK293 NOD2/NF-kB – NOD2 signaling inhibitors, cell-based, luminescence, uHTS, HEK293 (AID 1566) | inhibition, % at 4 µM, or EC50 in µM where a hit was titrated | actives 0.63% (n = 290,000) | HEK293 NOD2/NF-kB luciferase reporter, luminescence; higher % means a stronger effect; note: many of its hits are not listed in these tables
GPR55 activation – selective activators of receptor GPR55 – imaging, U2OS cells, beta-arrestin-GFP redistribution, primary screen (AID 1961). one-dose activation, % at 10 µM; EC50 in µM for titrated hits. U2OS GPR55 beta-arrestin-GFP redistribution imaging; higher % means a stronger effect. actives 0.048% (n = 290,000);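 active = activation above 40% with more than 50 cells counted in the well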;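 note: U2OS osteosarcoma cells stably expressing GPR55 and beta-arrestin-GFP; plate controls were DMSO negative control for no effect and LPI positive control for full effect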
KOR beta-arrestin-2 – kappa opioid receptor blockers – cell-based, luminescence, uHTS (AID 1778); KOR beta-arrestin recruitment, luminescence, antagonist mode; higher % means a stronger effect; actives 0.091% (n = 290,000); one-dose inhibition, % at 10 µM; IC50 in µM for titrated hits; note: strong numbers were not always called active
GPR35 arrestin U2OS – GPR35 antagonists blocking zaprinast-driven arrestin recruitment, primary screen, imaging, U2OS, beta-arrestin-GFP, zaprinast agonist (AID 2058); U2OS GPR35 beta-arrestin-GFP translocation imaging, zaprinast antagonism; higher % means a stronger effect; inhibition, % at 10 µM; hits with a dose series show IC50 in µM; actives 0.052% (n = 290,000);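 active = inhibition of at least 50% with at least 30 cells and total cytoplasm GFP at most 10,000,000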
Myeloid diff MLP GFP+ MAC1+ % – second read-out of Myeloid diff MLP, no call of its own (marks repeat the call); GFP+ MAC1+ double positive, %; measured here: differentiation confirmed by MAC1 staining
An asterisk follows results filed as active; i = inactive; nt = not tested or not shown; [ ] = remark or other dose. Cut-off read from the data, not from the text of the source, unless noted: active = inhibition above about 50%; inactive = the rest.

SMILES | HIV fusion peptide | Myeloid diff MLP | Myeloid diff MLP GFP+ MAC1+ % | NOD1 NF-kB reporter | GPR55 antagonists | KOR beta-arrestin-1 | HEK293 NOD2/NF-kB | GPR55 activation | KOR beta-arrestin-2 | GPR35 arrestin U2OS
O=C(CSc1nc2ccccc2o1)Nc1ccccc1N1CCCCCC1 | -0.7% | i | 0.9 | 11.1% | 2.06µM* | 1.2% | 14.4% | 0.3% | 1.5% | 8.7%
Cc1ccc(C)c(C2C(=O)c3ccccc3C2=O)c1 | -0.5% | i | 0.6 | -11.4% | -5.9% | -1.9% | 4.3% | -0.2% | -23.2% | -9.8%
Cc1ccc(S(=O)(=O)NC(C(=O)N2CCOCCOCCOCC2)c2ccccc2)cc1 (centres undefined) | -1.1% | i | 0.0 | 1.1% | 8.2% | -5.0% | 10.2% | 4.5% | -10.9% | 5.4%
O=C(COc1ccc(Cl)cc1Cl)Nc1ccccn1 | -1.9% | i | 1.1 | 88.9% | 7.3% | -1.6% | 62.1%* | -0.1% | -8.3% | 2.9%
Cc1cc(C(=O)CSc2nc(N)cc(N)n2)c(C)n1CCc1ccc(F)cc1 | 3.2% | i | 0.5 | 4.8% | -2.4% | 0.0% | 22.4% | -0.3% | 8.3% | 2.6%
O=C(Nc1cccc(C(=O)N2CCN(Cc3ccccc3)CC2)c1)c1ccccc1 | -2.0% | i | 0.2 | 27.4% | -6.3% | 10.7% | 11.5% | 0.1% | -13.5% | 4.4%
CC(/C=C(\NC(=O)c1ccccc1)C(=O)N=Nc1c(O)[nH]c2ccc(C)cc12)=C\c1ccccc1 | 2.6% | i | 1.3 | 34.6% | -6.7% | -0.7% | 15.4% | -0.2% | -18.1% | -7.5%
O=S(=O)(NCc1ccco1)c1ccc(S(=O)(=O)N2CCCCC2)cc1 | 0.0% | i | 0.8 | -14.8% | 6.4% | 0.3% | 10.7% | 2.3% | -60.8% | -2.7%
O=[N+]([O-])c1ccc(/C=C/c2ccc3cccc(O)c3n2)cc1 | -1.9% | i | 0.5 | -3.7% | -7.9% | -2.3% | -0.4% | 0.0% | 13.1% | -5.7%
Cc1ccc(-n2nnnc2SC(C(=O)c2c[nH]c3ccccc23)c2ccccc2)cc1 (centres undefined) | -1.8% | i | 0.4 | -21.8% | -14.3% | -1.4% | -21.6% | 0.5% | -18.7% | -4.9%
Cc1[nH]c2ccccc2c1CN1CCC(CO)(Cc2ccccc2)CC1 | 0.1% | i | 0.1 | -11.2% | 4.5% | nt | -8.1% | -0.1% | -8.4%[20 µM] | -8.3%
CCOc1ccc2oc(C(=O)NCC3CCCO3)c(C)c2c1 (centres undefined) | 1.2% | i | 0.8 | -64.6% | 16.3% | -4.1% | -6.4% | 0.0% | -8.2% | 8.5%
Cn1c(O)c(C=Nc2ccc(Cc3ccncc3)cc2)c(=O)n(C)c1=O | -0.7% | nt | nt | 2.4% | 6.2% | -2.5% | -7.5% | -0.1% | -52.6% | 7.8%
Cc1ccccc1N(Cc1cc(=O)[nH]c2ccccc12)C(=O)C(C)C | -1.3% | i | 0.6 | 2.3% | -9.6% | -3.0% | 11.3% | 0.0% | 6.4% | -3.6%
COc1cc(/C=N/NS(=O)(=O)c2ccccc2)c(OC)c(OC)c1 | -0.4% | i | 0.6 | 2.0% | 8.4% | 0.5% | 6.5% | 0.0% | -44.9% | -1.8%
O=C(O)c1ccc(C2CCCCC2)cn1 | -1.2% | i | 1.3 | 9.8% | -1.6% | 5.0% | 12.1% | -0.1% | -42.9% | 2.2%
CCC(C)OC(=O)c1cc(C)nc2c(Br)cc(Br)cc12 (centres undefined) | 3.6% | i | 0.4 | -10.0% | 4.3% | -6.2% | 13.2% | 1.1% | -18.0% | -8.2%
CC(Oc1ccc(Cl)cc1Cl)C(=O)N(C)c1ccccc1 (centres undefined) | -1.2% | i | 0.3 | -14.9% | 1.5% | -10.3% | 5.2% | 0.5% | 4.2%[20 µM] | -2.0%
CC1(C)Cc2c(ccc3ccccc23)-c2nnc(-c3cccnc3)n21 | 1.7% | i | 1.1 | 0.9% | 4.2% | 1.8% | 7.4% | 0.3% | -12.8% | 4.3%
COCc1c(C(=O)N/N=C\c2cccs2)nnn1-c1nonc1N | -1.1% | i | 0.8 | -21.9% | -7.3% | -5.9% | 10.4% | 0.2% | -5.3% | -9.2%
COc1ccccc1NC(=O)CCC(=O)N1CC(C)Oc2ccc(C)cc21 (centres undefined) | 1.6% | i | 3.8 | 16.1% | -5.8% | 0.8% | 4.3% | -0.1% | 19.3%[20 µM] | 13.7%
C=C(C)COc1ccc2c(C)c(CCC(=O)N3C[C@H]4C[C@@H](C3)c3cccc(=O)n3C4)c(=O)oc2c1 | 0.2% | i | 3.5 | -19.9% | 5.6% | -3.4% | 9.3% | -0.1% | -36.9%[20 µM] | -5.7%
O=C(COC(=O)CSCC(=O)N1CCCCC1)Nc1ccc(Cl)cc1 | 31.2% | i | 2.2 | 0.0% | -8.2% | -0.8% | 10.0% | 0.6% | -18.7% | -0.7%
Cc1ccccc1-n1c(Cn2c(=O)sc3ccccc32)nnc1SCC(=O)Nc1nccs1 | -1.4% | i | 2.8 | -25.2% | -8.8% | 5.7% | 13.9% | 0.4% | 34.6% | 18.4%
CCCCCCC(=O)Nc1nc(C)c(-c2csc(Nc3cc(Cl)ccc3OC)n2)s1 | 3.2% | i | 2.5 | -15.6% | 20.0% | 3.0% | 0.4% | 0.3% | -22.3% | 24.3%
Cc1ccc2nc(NC(=O)c3ccc(NS(=O)(=O)c4cccs4)cc3)sc2c1 | 18.5% | i | 0.6 | 8.4% | 12.1% | -1.1% | -12.2% | -0.2% | -56.8% | -3.1%
COc1cccc(N2CC(C(=O)Nc3nnc(SCC(=O)Nc4cc(C)on4)s3)CC2=O)c1 (centres undefined) | 2.2% | i | 0.7 | -1.4% | -3.4% | 0.5% | 12.5% | 0.6% | 7.2% | -8.5%
O=C1NC2(CCCCC2)Oc2ccccc21 | -0.4% | nt | nt | 19.8% | 3.6% | -4.1% | 10.0% | -0.1% | -39.6% | 8.7%
Cc1ccc(C(=O)c2c3ccc([N+](=O)[O-])cc3[n+]([O-])n2CCC(N)=O)cc1 | 11.5% | nt | nt | -16.6% | 0.3% | -1.7% | 6.2% | -0.2% | 10.4%[20 µM] | -12.0%
O=C(c1cccc(N2C(=O)C3CC=CCC3C2=O)c1)N1CCCc2ccccc21 (centres undefined) | -2.4% | i | 0.1 | -22.8% | -1.9% | -3.7% | 8.4% | 0.2% | -14.2% | 6.7%
CSc1ccc(/C=N/N2CCN(Cc3ccccc3Cl)CC2)cc1 | -0.5% | i | 0.3 | -18.3% | 5.6% | -0.9% | 8.1% | -0.8% | 3.7% | 3.6%
Cc1cccc2c1-c1sc(C(=O)Nc3cccc([N+](=O)[O-])c3C)cc1CO2 | -0.7% | i | 0.7 | 31.8% | 10.1% | 3.8% | 11.6% | 1.7% | -59.8% | -7.5%
COC(=O)c1ccc(-n2c(C)cc(/C=N/Nc3nc(C)cc(=O)[nH]3)c2C)cc1 | -2.7% | i | 0.6 | -7.7% | 0.3% | -3.8% | -4.7% | -1.9% | nt | -5.6%
O=C(CSc1nc(Cc2ccccc2)nc2ccccc12)Nc1nc2c(s1)CCCC2 | 0.3% | i | 1.1 | 39.9% | 4.4% | -2.1% | 15.0% | 0.0% | 15.1% | -1.4%
C=CCn1c(COc2ccc(CC)cc2)nnc1SCC(=O)N(C)C1CCS(=O)(=O)C1 (centres undefined) | 1.9% | i | 0.2 | -0.5% | -2.9% | -10.7% | 6.6% | 0.3% | 20.5% | 6.3%
CSc1ccc(/C=C(\C#N)C(=O)NC2CCCCC2)cc1 | 0.0% | i | 0.4 | -0.3% | 0.8% | 11.3% | 18.0% | -0.2% | 15.8% | 0.1%
COc1cccc(C(=O)Nn2cnnc2)c1OC | -1.5% | i | 0.2 | -11.1% | -22.3% | 2.3% | 6.7% | -0.1% | -6.4%[20 µM] | -11.3%
Nc1cc(Cl)ccc1N1C(=O)CCC1=O | -1.4% | i | 0.4 | -7.5% | -7.1% | 1.5% | 4.3% | 0.1% | -19.3% | 1.1%
O=S1(=O)CCC(NS(=O)(=O)/C=C/c2ccccc2)C1 (centres undefined) | -2.6% | i | 2.3 | -23.0% | -4.6% | -3.1% | 14.4% | -0.1% | 28.0% | -25.0%
CCc1c(C(=O)NCc2ccc3c(c2)OCO3)[nH]c(C)c1C(C)=O | -2.5% | i | 0.8 | 10.3% | 1.7% | 3.6% | -10.0% | 0.2% | -21.9% | 8.7%

Part of the list above, reformatted.
SMILES	HIV fusion peptide	Myeloid diff MLP	Myeloid diff MLP GFP+ MAC1+ %	NOD1 NF-kB reporter	GPR55 antagonists	KOR beta-arrestin-1	HEK293 NOD2/NF-kB	GPR55 activation	KOR beta-arrestin-2	GPR35 arrestin U2OS
Cc1cccc2c1-c1sc(C(=O)Nc3cccc([N+](=O)[O-])c3C)cc1CO2	-0.7%	i	0.7	31.8%	10.1%	3.8%	11.6%	1.7%	-59.8%	-7.5%
COC(=O)c1ccc(-n2c(C)cc(/C=N/Nc3nc(C)cc(=O)[nH]3)c2C)cc1	-2.7%	i	0.6	-7.7%	0.3%	-3.8%	-4.7%	-1.9%	nt	-5.6%
O=C(CSc1nc(Cc2ccccc2)nc2ccccc12)Nc1nc2c(s1)CCCC2	0.3%	i	1.1	39.9%	4.4%	-2.1%	15.0%	0.0%	15.1%	-1.4%
C=CCn1c(COc2ccc(CC)cc2)nnc1SCC(=O)N(C)C1CCS(=O)(=O)C1 (centres undefined)	1.9%	i	0.2	-0.5%	-2.9%	-10.7%	6.6%	0.3%	20.5%	6.3%
CSc1ccc(/C=C(\C#N)C(=O)NC2CCCCC2)cc1	0.0%	i	0.4	-0.3%	0.8%	11.3%	18.0%	-0.2%	15.8%	0.1%

Further structures:
SMILES | HIV fusion peptide | Myeloid diff MLP | Myeloid diff MLP GFP+ MAC1+ % | NOD1 NF-kB reporter | GPR55 antagonists | KOR beta-arrestin-1 | HEK293 NOD2/NF-kB | GPR55 activation | KOR beta-arrestin-2 | GPR35 arrestin U2OS
CCN(CC(=O)NCc1ccc(Cl)cc1)C(=O)c1ccc2cc(OC)ccc2c1 | -1.1% | i | 2.4 | -11.9% | 5.1% | -1.5% | 10.9% | -0.2% | 7.1% | 1.9%
C#CCSc1ncc(S(=O)(=O)c2ccccc2)c(=O)[nH]1 | 4.2% | i | 0.2 | 7.6% | 6.6% | 4.1% | 5.4% | 0.1% | -1.5% | -11.7%
O=c1c2c3n(c(=S)nc2[nH]n1-c1ccccc1)CCCCC3 | 2.3% | i | 5.8 | -14.9% | 3.1% | 0.5% | 10.5% | -0.1% | -60.9% | 13.7%
O=C(NCc1ccco1)/C(=C/c1cccnc1)NC(=O)c1ccco1 | 7.7% | i | 7.4 | 1.8% | 19.6% | 0.1% | 19.2% | -0.2% | -2.7% | -3.7%

Screens from PubChem BioAssay.

These rows are one share of the data; the hit share may differ from the screen's.
